# Insulin prom inh: TRM-6 insulin promoter activity inhibition. AID 1273. 130,000 compounds, 0.9% hits. inhibition, % at 2 µM. TRM-6 cells (human fetal islet line), insulin promoter-eGFP reporter, imaging; reporter expression induced with tamoxifen;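 active = inhibition above the mean plus 3 SD, with well images judged a real hit on visual review, cut at about 60% in these data, passing the limit was not always enough; inconclusive = inhibition over the cutoff but images rejected on review; inactive = inhibition not above the cutoff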
# SDO1 yeast rescue: compounds rescuing growth of sdo1-depleted yeast, bone marrow failure model | S. cerevisiae sdo1-depleted JHY4D growth rescue, OD600 30 h; active compounds read high; pdr5 snq2 efflux-pump mutant strain | z-score at 10 µM | 140,000 compounds, 0.21% hits;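 active = z-score above 3 at both the 24 hr and the 30 hr optical density reads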;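 also: z-score against mean and SD of all compound wells on the same plate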
# SDO1 yeast rescue Rescue 24 h: recorded beside SDO1 yeast rescue, whose call it bears; z-score; S. cerevisiae sdo1-depleted JHY4D growth rescue, OD600; measured here: growth rescue at 24 h;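 0 is the plate mean of compound wells and units are plate SD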
# The depositor's hits bear a star; ? = inconclusive; / = not tested or not shown. This is a subset; rates above refer to the full screens.
SMILES,Insulin prom inh,SDO1 yeast rescue,SDO1 yeast rescue Rescue 24 h
O=C(CCSCCC(=O)NCc1cccs1)NCc1cccs1,26.9,0.85,0.73
Cc1ccc(/C=N/NC(=O)Cc2c[nH]c3ccccc23)c(C)c1,28.9,-0.76,-0.71
N#Cc1ccc(OCC(O)CS(=O)(=O)c2ccccc2)cc1 (stereo not given),-14.3,/,/
Cc1cc2cc(C)c(NCCNC(=O)c3ccccc3Cl)nc2cc1C,-33.3,/,/
CCS(=O)(=O)N1CCN(Cc2ccccc2OC)CC1,-85.7,-0.16,-0.63
Cn1c(NC(=O)C[n+]2cc(-c3ccc(Cl)cc3)n3c2CCC3)cc(=O)n(C)c1=O,-56.2,1.15,0.65
O=C1CC(N2CCN(c3cccc(C(F)(F)F)c3)CC2)C(=O)N1c1ccccc1F (stereo not given),-28.6,-0.3,-0.65
COC(=O)C1=C(N)Oc2cc(C)oc(=O)c2C1c1cccnc1 (stereo not given),/,0.47,-0.32
COCC(=O)Nc1ccccc1C(=O)NC(C)C,-83.6,0.56,0.5
C=CCOc1c(Br)cc(/C=N/NC(=O)Cc2ccc(C(F)(F)F)cc2[N+](=O)[O-])cc1OC,3.5,0.22,-0.46
COc1ccc(N2CCN(C(=O)CN(C)S(=O)(=O)c3cnc[nH]3)CC2)cc1,22.2,-0.12,-0.17
COc1ccc(C(=O)/C=C/c2ccc(OC3CSC3)cc2)cc1,-21.1,-0.1,0.14
CNc1oc(Cc2ccccc2)nc1S(=O)(=O)c1ccccc1,41.2,0.79,0.49
Cc1cccc(-c2cc3nc(C)cc(C)n3n2)c1,21.4,/,/
Cc1ccc(-n2c(=O)[nH]cc(C(=O)N3CCc4ccccc43)c2=O)cc1,0.0,-0.2,-0.88
COc1ccccc1OCCNC1CCCC1,-18.9,0.61,0.07
CN1/C(=C\C(=O)CSc2ncn[nH]2)C(C)(C)c2ccccc21,12.5,0.47,0.38
CCCCCC(O)CCc1n[nH]c(=S)n1-c1ccccc1 (stereo not given),-12.5,0.05,0.01
N#C/C(=C\c1ccc(OC(=O)c2cccs2)cc1)c1nc2ccccc2[nH]1,33.3,0.58,2.07
Cc1ccc(-c2nnc(-c3ccccc3)c(-c3ccccc3)n2)cc1,/,-1.17,-1.04
COC(=O)c1cccc(NC(=S)NCc2ccc(Cl)cc2)c1,10.0,-2.15,-0.92
COc1ccccc1C=NC(CO)C(O)c1ccc([N+](=O)[O-])cc1 (stereo not given),-2.7,0.77,0.77
CCCS(=O)(=O)N1CCN(S(=O)(=O)c2ccc(F)cc2)CC1,-31.5,0.74,0.7
Cc1ccc(-n2c(SCC(=O)c3c(N)n(C)c(=O)n(C)c3=O)nc3sc4c(c3c2=O)CCCC4)c(C)c1,0.0,-0.21,0.35
CCc1ccc(NC(=O)COC(=O)CN2C(=O)COc3ccccc32)cc1,10.0,0.16,-0.54
O=C(CCC(=O)NNC(=O)Cc1ccccc1)NCc1ccccc1,?,/,/
COc1cccc(C(=O)NNC(=O)Cc2ccc([N+](=O)[O-])cc2)c1,/,1.08,1.64
O=C(NC1CCCCC1)c1ccccc1-c1ccccc1,/,-0.26,-0.74
CCOc1ccc(N2C(=O)/C(=C/c3cccs3)N(C)C2=S)cc1,0.0,-0.04,3.44
Cc1c(Br)c([N+](=O)[O-])nn1C(C)C(=O)Nc1nccs1 (stereo not given),/,-0.02,-0.08
CCCC(=O)Nc1cc(C(=O)O)ccc1S(=O)(=O)c1ccc(Cl)cc1,-88.9,0.52,-0.83
Fc1cccc(NC(=S)Nc2ccc(Br)cc2)c1,51.6,-1.84,-0.88
O=C(OCc1ccc(F)cc1Cl)c1ccccn1,25.0,1.45,1.16
O=C(Nc1ccc(OC(=O)c2ccccc2)c(-c2nc3ccccc3s2)c1)c1ccccc1,/,-0.64,0.65
CC(O)Cn1ccccc1=N (stereo not given),-29.4,-0.1,-0.12
c1ccc(CNCc2ccc3c(c2)OCO3)nc1,-40.0,-0.57,-0.3
CCOc1ccc(C2C(C(=O)/C=C/c3ccco3)=C(O)C(=O)N2CCN2CCOCC2)cc1OC (stereo not given),5.0,/,/
COc1ccccc1/C=N/NC(=O)CN(C1=NS(=O)(=O)c2ccccc21)c1ccccc1,-36.1,-0.19,-0.89
CSc1ccccc1NC(=O)c1ccc(CN2CCOCC2)cc1,-276.5,/,/
O=C(CSc1nnc(-c2ccncc2)n1Cc1ccccc1)NC1CCCc2ccccc21 (stereo not given),-24.3,0.58,0.43
COc1ccc(/C=C/c2c([N+](=O)[O-])c(=O)n(C)c(=O)n2C)cc1OC,19.2,-0.53,-0.28
Cc1ccc(NC(=O)C2(N3CCC3=O)CCCCC2)cc1,-35.7,/,/
CCN(CC(=O)Nc1cccc(Br)c1)Cc1nc2ccccc2c(=O)[nH]1,-38.2,0.94,0.81
COc1ccc(OC)c(Cc2nnc(CCC(=O)N3CCCCCC3)o2)c1,7.1,/,/
O=Cc1ccc(N2CCCC2)c(F)c1,-96.4,1.97,1.35
S=c1[nH]nc(COc2ccc(Cl)cc2)n1C1CCCCC1,-437.1,-2.04,-1.23
C1=Nc2c(NCc3ccccc3)ncnc2Oc2ccccc21,25.0,-1.47,-1.4
Cc1sc2ncnc(SCc3ccco3)c2c1C,-25.0,-1.43,-1.34
Fc1ccc(-n2nnnc2-c2cnc(-c3cccs3)nc2C(F)(F)F)cc1,/,-1.23,-1.21
CCC(NC(=O)NC1=NCCS1)(C(F)(F)F)C(F)(F)F,/,0.36,-0.25
c1cncc(-c2nc3cc4ccccc4cc3[nH]2)c1,40.0,0.43,0.08
C=CCc1cccc(/C=N/c2ncccc2O)c1O,10.0,1.66,1.43
O=C(c1ccco1)N1CCN(S(=O)(=O)c2ccc(F)cc2)CC1,23.1,1.02,2.52
CCn1c(-c2cc(-c3cccc(OC)c3)nc3ccccc23)n[nH]c1=S,-13.3,-0.57,-0.2
O=C(NCc1cccs1)c1ccc2c(c1)OCCO2,61.6,0.6,0.28
CCn1c(SCC(=O)Nc2cc(OC)c(OC)c(OC)c2)nnc1-c1cccs1,/,0.98,0.41
COc1ccc(Cc2nnc(N/N=C/c3ccc(O)cc3)[nH]c2=O)cc1OC,/,1.01,0.89
Nc1ccc2cn[nH]c2c1,0.0,0.26,-0.36
N#Cc1cnn(-c2nc(SCc3ccccc3)nc3sc4c(c23)CCCC4)c1N,40.0,-0.37,1.13
Cc1ccc2nc(Cl)c(CNCc3ccccc3)cc2c1,14.3,/,/

# The list goes on:
SMILES,Insulin prom inh,SDO1 yeast rescue,SDO1 yeast rescue Rescue 24 h
Cc1ccc(C)c(N2CCN(C(=O)c3ccc(Cn4c(=S)[nH]c5ccc(N6CCOCC6)cc5c4=O)cc3)CC2)c1,-54.5,/,/
CCC(C(=O)OC)n1cnc2c(nnn2-c2ccc(OC)cc2)c1=O (stereo not given),-5.6,0.6,-0.24
CCOC(=O)c1cc(-c2ccc(F)cc2)n(CC(=O)N2CCCC2)c1C,-100.0,-0.87,-1.42
c1ccc2oc(NC3=NCN(CC4CCCO4)CN3)nc2c1 (stereo not given),/,0.55,0.14
COc1ccc(CNC(=O)C(c2ccncc2)N(C(=O)Cc2cccs2)c2ccc(C)cc2)cc1 (stereo not given),0.0,-0.49,-0.68
CCOC(=O)C1C(=O)C=C(/C=C/c2ccccc2)CC1c1ccc(Cl)cc1 (stereo not given),/,-0.69,0.54
Cc1ccc(S(=O)(=O)c2nc(-c3ccco3)oc2NCC2CCCO2)cc1 (stereo not given),-15.4,-0.29,-0.05
COc1ccccc1-c1coc2cc(OC(=O)/C=C/c3ccccc3)ccc2c1=O,17.5,-0.74,0.19
COc1cc2nc(SCc3ccc(C(F)(F)F)cc3)n(Cc3cccs3)c(=N)c2cc1OC,-3.1,0.19,1.55
Cc1ccc(N2C(=O)[C@@H]3C(C(=O)CCN4C(=O)c5ccccc5C4=O)=NN[C@@H]3C2=O)cc1,/,2.05,1.68
COc1ccc(CNC(=O)CSc2nnc3c(Cl)cc(C(F)(F)F)cn23)cc1OC,/,1.34,1.54
COc1ccc(N2CCN(c3oc(COc4ccccc4Cl)nc3C#N)CC2)cc1,/,-0.14,1.1
COc1cc(C(=O)Nc2ccccn2)cc(OC)c1OC,-9.5,1.21,0.81
CCOCCCNC(=O)C(c1ccc(OC)cc1)N(Cc1ccc2c(c1)OCO2)C(=O)c1cnccn1 (stereo not given),-6.7,/,/
Cc1ccc(S(=O)(=O)N/N=C/c2cccc([N+](=O)[O-])c2)cc1,36.5,0,-0.33
O=C(Nc1ccc2c(c1)OCCO2)N1CCOCC1,77.8*,/,/
COCCOC(=O)C1=C(C)N=C2SCCC(=O)N2C1c1cccs1 (stereo not given),-28.2,/,/
CCCCn1c(SCC(N)=O)nnc1-c1ccco1,29.0,0.72,0.03
CC(C)(CNC(=S)NCCc1ccccc1)CNC(=S)NCCc1ccccc1,-29.7,-0.3,0
Cc1ccc(C(=O)O/N=C/C2=C(Cl)c3ccccc3CC2)cc1,-157.1,0.03,0.43
COCCCn1cnc2c(c1=O)c1nc3ccccc3nc1n2-c1ccccc1,90.9*,-0.32,-0.35
COC(=O)c1ccccc1NC(=O)c1noc2c1CCCC2,/,-0.29,0.63
Cc1ccc(S(=O)(=O)N(CC(=O)N2CCc3ccccc3C2)c2ccc(Cl)c(Cl)c2)cc1,-230.0,-0.97,-0.68
COC1OC(COC(=O)CNC(=O)OC(C)(C)C)C(O)C(O)C1O (stereo not given),15.4,-0.46,-1.26
CCOC(=O)N1CCC(N(CCOC)C(=O)Nc2ccc(CC)cc2)CC1,/,-0.05,-0.14
C[C@H](Nc1ncnc2sc3c(c12)CCC3)C(=O)O,-80.6,0.09,-0.37
CCOC(=O)c1[nH]c(C)c(C(=O)Nc2ccc3c(c2)OCCO3)c1C,/,-0.02,0.42
Cc1ccc(NC(=O)CN2C(=O)N/C(=C/c3cccn3-c3ccc(C(=O)O)cc3)C2=O)cc1,36.7,0.43,0.55
Cc1csc(NC(=O)CSc2nncc(=O)n2N)n1,0.0,/,/
CC(=O)NC(c1ccco1)c1ccc2cccnc2c1O (stereo not given),-46.7,-0.04,-0.14
CC1(C)N=C(c2ccc(Cl)cc2Cl)C(=O)N1,/,0.62,0.43
CCCCCn1c(=O)[nH]c2cc(C(=O)NCCc3ccc(OC)c(OC)c3)ccc2c1=O,11.4,-0.62,-0.44
NC(=O)COC(=O)c1ccccc1OCc1ccccc1Cl,53.9,/,/
CC(=O)c1cccc(NC(=S)NC(=O)c2cccc(Cl)c2)c1,17.2,-1.02,-0.83
Clc1ccc(Cl)c(OCCCCNCc2ccccc2)c1,7.9,-1.69,-1.48
COc1ccc(C(C(=O)NC2CCCCC2)N(C(=O)CCl)c2ccccc2Cl)cc1 (stereo not given),17.9,-0.81,-0.51
COCCNC(=O)/C(C#N)=C/c1ccccc1Br,11.8,/,/
COc1ccc(N2CC(C(=O)O)CC2=O)cc1 (stereo not given),14.3,1.38,1.19
COc1ccc(C)cc1NC(=O)C(Sc1ccccc1)c1ccccc1 (stereo not given),-1.5,0.26,0.37
CCOc1ccccc1NC(=O)C1CC(=O)n2ncnc2N1 (stereo not given),-10.7,-0.95,-1.21
CC(C(=O)NC1=NCCS1)N1C(=O)c2ccccc2C1=O (stereo not given),/,-0.96,2.55
COc1ccc(SCC(=O)c2cc(C)c(OC(=S)N(C)C)c(C)c2)cc1,/,-0.76,0.03
Cc1cccc(C(=O)Oc2csc(=S)n2C(=O)c2cccc(C)c2)c1,-26.7,-0.03,-0.01
CCOC(=O)c1c(N)n(C2CC(C)(C)NC(C)(C)C2)c2nc3ccccc3nc12,0.0,0.16,-0.06
O=C1NC2(CCCC2)N=C1c1ccc(F)cc1,12.9,-0.31,-0.34
CCOc1ccc(-c2nnn(CC(=O)c3ccc4c(c3)OCCO4)n2)cc1,-9.1,0.02,0.98

# Entries from the list above containing a thiophene ring, fused or not (13):
SMILES,Insulin prom inh,SDO1 yeast rescue,SDO1 yeast rescue Rescue 24 h
O=C(CCSCCC(=O)NCc1cccs1)NCc1cccs1,26.9,0.85,0.73
N#C/C(=C\c1ccc(OC(=O)c2cccs2)cc1)c1nc2ccccc2[nH]1,33.3,0.58,2.07
Cc1ccc(-n2c(SCC(=O)c3c(N)n(C)c(=O)n(C)c3=O)nc3sc4c(c3c2=O)CCCC4)c(C)c1,0.0,-0.21,0.35
CCOc1ccc(N2C(=O)/C(=C/c3cccs3)N(C)C2=S)cc1,0.0,-0.04,3.44
Cc1sc2ncnc(SCc3ccco3)c2c1C,-25.0,-1.43,-1.34
Fc1ccc(-n2nnnc2-c2cnc(-c3cccs3)nc2C(F)(F)F)cc1,/,-1.23,-1.21
O=C(NCc1cccs1)c1ccc2c(c1)OCCO2,61.6,0.6,0.28
CCn1c(SCC(=O)Nc2cc(OC)c(OC)c(OC)c2)nnc1-c1cccs1,/,0.98,0.41
N#Cc1cnn(-c2nc(SCc3ccccc3)nc3sc4c(c23)CCCC4)c1N,40.0,-0.37,1.13
COc1ccc(CNC(=O)C(c2ccncc2)N(C(=O)Cc2cccs2)c2ccc(C)cc2)cc1 (stereo not given),0.0,-0.49,-0.68
COc1cc2nc(SCc3ccc(C(F)(F)F)cc3)n(Cc3cccs3)c(=N)c2cc1OC,-3.1,0.19,1.55
COCCOC(=O)C1=C(C)N=C2SCCC(=O)N2C1c1cccs1 (stereo not given),-28.2,/,/
C[C@H](Nc1ncnc2sc3c(c12)CCC3)C(=O)O,-80.6,0.09,-0.37
